# Ba/F3 V617F tox: reduce viability of Ba/F3 cells dependent on JAK2V617F; Ba/F3 EpoR-JAK2V617F viability, ATP luminescence; inhibition, % at 5.6 µM; actives 1.1% (n = 220,000); AID 1446;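 active = inhibition above the campaign mean plus 3 SD over all tested compounds, cut at about 24% in these data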;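 also: cytokine-independent growth of Ba/F3 cells driven by EpoR plus mutant JAK2; 0% = DMSO-treated cells and 100% = JAK inhibitor I control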
# TbHK1 inh: T. brucei hexokinase 1 inhibition; recombinant TbHK1, G6PDH-coupled NADH A340; inhibition, % at 10 µM; actives 0.11% (n = 220,000); AID 1430;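 active = inhibition of 50% or more in the single-dose primary screen; inactive = inhibition below 50%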
# BaF3 parental: counter-screen for JAK2V617F inhibitors: parental Ba/F3 viability inhibitors; CellTiter-Glo ATP luminescence; inhibition, % at 5.6 µM; actives 1.1% (n = 220,000); AID 1486;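 active = inhibition above a per-campaign cutoff, the mean inhibition of all tested compounds plus 3 SD, cut at about 27% in these data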;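 also: 0% = DMSO wells and 100% = JAK Inhibitor I control wells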
# p47phox inh: inhibitors of human p47phox binding | p47phox/p22phox peptide binding, fluorescence polarization, 2 h | inhibition, % at 24.7 µM | P14598 | actives 0.53% (n = 220,000);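 active = inhibition above about 30%, limit read from the data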;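 also: 0% = p47phox with labelled peptide and 100% = labelled peptide alone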
# Target sequence (P14598 whole entry, looked up): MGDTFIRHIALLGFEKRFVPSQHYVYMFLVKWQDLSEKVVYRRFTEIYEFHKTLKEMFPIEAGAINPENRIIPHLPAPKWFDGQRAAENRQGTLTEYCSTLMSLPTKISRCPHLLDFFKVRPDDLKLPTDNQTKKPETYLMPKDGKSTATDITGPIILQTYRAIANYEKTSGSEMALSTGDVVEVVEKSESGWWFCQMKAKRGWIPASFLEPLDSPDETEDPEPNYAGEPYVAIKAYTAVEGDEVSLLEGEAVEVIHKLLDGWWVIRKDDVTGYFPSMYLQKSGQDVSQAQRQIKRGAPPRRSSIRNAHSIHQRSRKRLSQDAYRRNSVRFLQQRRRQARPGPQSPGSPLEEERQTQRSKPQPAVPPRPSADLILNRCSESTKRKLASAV
# p97 ATPase inh: blocks human p97 ATPase activity; inhibition, % at 8 µM; recombinant p97 ATPase, Kinase-Glo ATP luminescence, 3 h; P55072; actives 0.42% (n = 220,000); in the data active = inhibition above about 15%;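 also: 0% = DMSO vehicle and 100% = wells lacking enzyme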
# EP2 antag: blocks the human prostaglandin E2 receptor EP2. P43116. C6 glioma cells expressing human EP2, cAMP TR-FRET; cells stimulated with saturating PGE2. inhibition, % at 25 µM. actives 0.52% (n = 260,000). AID 1422;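 active = percent inhibition above 40 after rounding to a whole number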;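 also: rat C6 glioma host cells with rolipram phosphodiesterase inhibitor present; the protocol text gives 20 µM as final concentration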
# Target sequence (P43116 whole entry, looked up): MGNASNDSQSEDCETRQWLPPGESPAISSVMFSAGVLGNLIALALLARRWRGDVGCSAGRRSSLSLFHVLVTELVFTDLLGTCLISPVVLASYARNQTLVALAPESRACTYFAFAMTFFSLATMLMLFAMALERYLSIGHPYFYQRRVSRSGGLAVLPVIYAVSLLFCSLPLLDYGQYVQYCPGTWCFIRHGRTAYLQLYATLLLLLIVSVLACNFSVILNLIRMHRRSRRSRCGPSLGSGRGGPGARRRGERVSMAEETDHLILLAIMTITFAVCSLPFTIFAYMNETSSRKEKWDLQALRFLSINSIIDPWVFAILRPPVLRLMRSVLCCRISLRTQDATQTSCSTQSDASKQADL
# RBBP9 inh: blocks human serine hydrolase RBBP9; inhibition, % at 7.94 µM; AID 1515; actives 0.2% (n = 220,000); recombinant RBBP9, FP-Rh probe fluorescence polarization;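 active = inhibition above the campaign mean of all tested compounds plus 3 SD, cut at about 14% in these data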;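 also: plate controls were DMSO wells with RBBP9 for no effect and wells lacking RBBP9 protein for full effect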
# Target sequence (O75884 whole entry, looked up): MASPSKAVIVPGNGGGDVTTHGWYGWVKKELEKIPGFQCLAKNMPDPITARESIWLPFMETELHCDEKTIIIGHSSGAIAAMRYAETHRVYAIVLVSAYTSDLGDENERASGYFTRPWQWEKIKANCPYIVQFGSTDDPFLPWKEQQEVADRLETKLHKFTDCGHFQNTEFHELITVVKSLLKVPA
#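 system = RBBP9 protein | input = RBBP9 at 2.5 µM in dispensed solution, before mixing | measured by = fluorescence polarization (mP), excitation 525 nm, emission 598 nm | incubation = enzyme-compound preincubation 30 min, then probe labeling 45 min, 25 °C | buffer or medium = Tris-NaCl-Pluronic buffer, pH 8.0 | compound = single dose 7.94 µM | also added = FP-Rh probe, 375 nM dispensing solution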
# PPC-1+TRAIL kill: compounds killing PPC-1 cancer cells with TRAIL present (potentiator screen, no TRAIL-free arm) | actives 0.41% (n = 220,000) | PPC-1 cells + TRAIL, ATPLite viability luminescence | cell killing (% activity), % at 4 µM | AID 1443;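 active = cell killing above 50% in the first pass at 4 µM, then a duplicate retest at 5 µM averaging 50% or more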;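 also: plate controls were cells with TRAIL plus DMSO for no effect and medium-only wells lacking cells for full effect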
# Furin inh: blocks human furin protease activity; P09958; purified furin, fluorogenic substrate cleavage; inhibition, % at 30 µM; actives 0.061% (n = 220,000); AID 463115; in the data active = inhibition above about 25%; also: inactives centre near -15
# Starred values were filed as active, the others as inactive; / = not tested or not shown; [ ] = another dose, or the depositor's remark.
item	Molecule	Furin inh	BaF3 parental	p97 ATPase inh	EP2 antag	RBBP9 inh	p47phox inh	Ba/F3 V617F tox	PPC-1+TRAIL kill	TbHK1 inh
1	COC(=O)C1=NN(c2cccc3ccccc23)C2C(=O)N(c3ccccc3OC)C(=O)C12 (stereo unspecified)	-7	0	10	10	5	4	-5	6	-17
2	OC(COCc1cccs1)CN1CCN(c2ccccc2Cl)CC1 (stereo unspecified)	-15	5	-2	6	-4	2	-1	13	-1
3	Cc1nc([N+](=O)[O-])cn1C(C)C	-7	-1	1	4	-3	-2	-3	20	-11
4	COC(=O)Cn1c(C)nc2c(sc3nc(C)cc(C)c32)c1=O	-22[20 µM]	4	0	6	-4	-5	1	17	-5
5	COC(=O)C1Cc2ccccc2CN1C(=O)CCl (stereo unspecified)	-19	0	-1	8	-6	-4	-2	3	-8
6	O=c1oc2ccccc2cc1-c1nc2ccccc2o1	-220	5	-1	4	3	2	2	35	3
7	COC(=O)C1(C(=O)OC)Sc2ccccc2C1=O	3[20 µM]	12	-6	6	3	1	8	16	10
8	O=C1/C(=C\c2ccco2)CCC/C1=C\c1ccco1	-1	3	4	6	0	-39	-1	-6	8
9	O=C1CN(c2nc(-c3cccnc3)nc3scc(-c4ccccc4)c23)CCN1	-11	1	0	11	-10	-9	5	-2	-2
10	C/C=C(/C)C(=O)Nc1cccc(C2=NOC3(C2)C[C@H](C(N)=O)N(C(=O)c2ccc(Cl)cc2)C3)c1 (stereo partly specified)	-20	/	/	10	/	42*	/	30	-11
11	S=c1[nH]cnc2sc(Nc3ccccc3)nc12	-4	-6	7	11	-8	-6	0	7	-54
12	COCCOC(=O)c1nccnc1C(=O)Nc1ccc(S(=O)(=O)N2CCOCC2)cc1	-12	3	6	3	-3	-3	-4	2	-10
13	Cc1ccc(-n2cccn2)c(CN2CCCC(C(=O)c3ccc4c(c3)OCO4)C2)c1 (stereo unspecified)	-27	4	3	0	-1	-1	1	30	-11
14	CC(C)n1c(Oc2ccc(F)cc2)nc2c1c(=O)n(C)c(=O)n2C	-16	-2	0	5	6	-8	-2	-4	-5
15	CN(C(=O)C1CCCO1)c1nnc(-c2ccccn2)s1 (stereo unspecified)	-33	4	0	12	3	1	2	12	1
16	COCCNC(=O)C(c1ccc(C)o1)N(Cc1cccs1)C(=O)c1snc(C(N)=O)c1N (stereo unspecified)	-17[20 µM]	-1	3	11	2	-63	-6	4	-10
17	c1ccc2c(NCC3CCCO3)nc(N3CCOCC3)nc2c1 (stereo unspecified)	-15	1	-3	9	-11	-1	4	/	2
18	CCCCCC(=O)Nc1ccc(Cc2ccncc2)cc1	-25[20 µM]	0	2	23	0	8	-5	4	6
19	CC(C)C(=O)Nc1cccc(NC(=O)c2cccc(F)c2)c1	-23	-1	3	6	-1	-5	-3	14	-4
20	COc1cccc(/C=C/C(=O)Nc2ccc3[nH]c(=O)[nH]c3c2)c1	-22	4	-1	14	-7	-16	6	17	-3
21	COc1ccc(-c2nnn(CC(=O)N(CC(=O)NC3CCCC3)c3ccccc3)n2)cc1OC	-18	4	1	5	-1	-5	1	12	1
22	CCOC(=O)/C=C/C(=O)Nc1ccc(S(=O)(=O)N2CCCCCC2)cc1	-1	9	-8	14	-13	-19	6	16	6
23	COC(=O)c1ccc(CSc2nnc(NC(=O)C3CC(=O)N(c4ccc5c(c4)OCCO5)C3)s2)cc1 (stereo unspecified)	-12	10	0	9	-4	-75	5	3	1
24	Cc1ccc(Nc2c(N)c(=O)oc3ccccc23)cc1	0[20 µM]	2	-1	19	-5	-5	-1	9	-24
25	CCN(CC)S(=O)(=O)c1ccc(N=N/C(C(C)=O)=C(/C)O)cc1	-2[20 µM]	0	-2	23	2	-1	-3	14	-42

# (further entries)
item	Molecule	Furin inh	BaF3 parental	p97 ATPase inh	EP2 antag	RBBP9 inh	p47phox inh	Ba/F3 V617F tox	PPC-1+TRAIL kill	TbHK1 inh
26	COc1ccc(-c2c(C)n([O-])c(C)c(C)[n+]2=O)cc1	-19[20 µM]	4	0	8	-4	-15	-4	5	-6
27	NC(=O)NC(=O)CSc1nnc(-c2ccco2)n1Cc1ccccc1	-8[20 µM]	4	1	16	-8	-1	-1	-32	1
28	NC(=NC(=O)c1ccc(OCC(F)(F)F)nc1)c1ccc(Cl)cc1	-15	-2	2	5	-2	0	-2	9	-5
29	CCCC(Oc1ccc(Br)cc1)c1nc2c3cc(OC)c(OC)cc3nc(=S)n2[nH]1 (stereo unspecified)	-21	12	1	7	-7	-2	2	1	-7
30	COc1ccc(-c2c(C(F)(F)F)oc3c(CN4CCN(C)CC4)c(O)ccc3c2=O)cc1	-28[20 µM]	4	0	15	-9	5	0	15	-29
31	Cc1ccc(Cl)cc1N1CCN(C(c2cccnc2)c2nnnn2C2CCCCC2)CC1 (stereo unspecified)	-18	-1	4	11	-7	-9	-4	14	-9
32	O=C(COc1cc(Cl)c(Cl)cc1Cl)NC(=O)NC1CCCC1	-9[20 µM]	7	-2	12	-15	-16	-1	8	-6
33	Cc1ccc(C)c(C2=CSC3=NCCN23)c1	-23	2	-3	12	-6	-2	1	14	-1
34	CCn1c(=O)c([N+](=O)[O-])c(N2CCOCC2)c2ccccc21	-20	4	0	1	-2	-1	1	24	-15
35	Cc1ncc(CN2CCN(Cc3ccc(F)cc3)C(CCO)C2)s1 (stereo unspecified)	-19	5	-1	0	-3	-10	1	/	6
36	CC(C(=O)NC1CC1)c1ncc(C(F)(F)F)cc1Cl (stereo unspecified)	-5	3	-6	2	-7	11	3	41	5
37	Cc1cccc(N2CCN(C(=O)c3ccc4c(c3)OCCO4)CC2)c1C	-17	3	-2	5	-6	-11	1	19	0
38	Cc1cccc(NC(=O)C2CCCN2/C=C/C(=O)C(F)(F)F)c1C (stereo unspecified)	6	6	-4	4	-6	-12	4	-4	-38
39	CO/N=C/CC(=O)c1ccc(-c2ccccc2)cc1	-16	5	0	7	-9	-1	-2	-1	0
40	COc1cc2c(cc1OC)C1C(C(=O)Nc3ccccc3N3CCN(C)CC3)c3ccccc3C(=O)N1CC2 (stereo unspecified)	-17	10	0	3	3	-1	3	6	3
41	O=C(NCc1ccccc1)C1=C[C@H](c2ccc3c(c2)OCO3)C[C@H](OCCCCO)O1	-20	2	4	0	-3	-17	-5	22	-8
42	O=C(NCC1CCCO1)C1CCCN1C(=O)NC1CCCCC1 (stereo unspecified)	-10[20 µM]	1	-7	3	-11	-8	-3	-5	2
43	CCCOC(=O)CC1C(=O)NCCN1Cc1cc(OC)cc(OC)c1 (stereo unspecified)	-20	2	2	16	-7	-2	-1	1	-4
44	CSc1ccc(CNc2cccc3ccccc23)cc1	-22[20 µM]	7	-1	22	0	-7	6	-24	-1
45	Cc1ccc(NC(=O)COC(=O)C2(c3ccc(Cl)cc3)CCCC2)cc1	-17	8	-10	6	-7	-6	3	11	1
46	O=c1c2cc(Cl)ccc2[nH]c(=S)n1Cc1ccco1	-25[20 µM]	5	4	2	-6	2	-1	21	4
47	O=C(CCc1nnc(Cc2ccc(-c3ccccc3)cc2)o1)NCCc1cccnc1	-15	7	0	3	0	-2	1	5	-1
48	O=C1CC(NNC(=O)c2ccc(Br)cc2)C(=O)N1 (stereo unspecified)	-21	3	-5	5	1	8	1	2	6
49	O=C(c1ccco1)N1N=C(c2ccc(Cl)cc2)CC1(O)C(F)(F)F (stereo unspecified)	-26	0	-5	7	-6	2	3	9	-4
50	Cn1nc(C(=O)Nc2ccc(S(=O)(=O)N3CCOCC3)cc2)c2ccccc2c1=O	-26	9	0	6	-5	-18	1	7	-1

# Molecules from the list above that have two or more sulfur atoms:
item	Molecule	Furin inh	BaF3 parental	p97 ATPase inh	EP2 antag	RBBP9 inh	p47phox inh	Ba/F3 V617F tox	PPC-1+TRAIL kill	TbHK1 inh
11	S=c1[nH]cnc2sc(Nc3ccccc3)nc12	-4	-6	7	11	-8	-6	0	7	-54
16	COCCNC(=O)C(c1ccc(C)o1)N(Cc1cccs1)C(=O)c1snc(C(N)=O)c1N (stereo unspecified)	-17[20 µM]	-1	3	11	2	-63	-6	4	-10
23	COC(=O)c1ccc(CSc2nnc(NC(=O)C3CC(=O)N(c4ccc5c(c4)OCCO5)C3)s2)cc1 (stereo unspecified)	-12	10	0	9	-4	-75	5	3	1

# Continuation:
item	Molecule	Furin inh	BaF3 parental	p97 ATPase inh	EP2 antag	RBBP9 inh	p47phox inh	Ba/F3 V617F tox	PPC-1+TRAIL kill	TbHK1 inh
51	Cc1ccc(NC(=O)C2CCCN2S(=O)(=O)c2ccc3c(c2)n(C)c(=O)c(=O)n3C)c(C)c1 (stereo unspecified)	-15	3	4	3	-5	-9	-1	4	-18
52	O=[N+]([O-])c1ccc(N/N=C/c2sc(N3CCOCC3)nc2-c2ccccc2)c(S(=O)(=O)Nc2ccc(Cl)cc2)c1	1	7	-3	3	2	-68	2	35[5 µM]	-2
53	COc1ccc(NC(=O)NC2(C(=O)N3CCCCCC3)CCCCC2)cc1	-21	2	4	8	-8	-14	-5	10	1
54	COc1ccc(OC)c(/C(O)=C/C(=O)C(=O)Nc2cc(C)cc(C)c2)c1	-14[20 µM]	5	-3	11	-6	-15	-1	20	-29
55	O=C(c1ccc(-c2ccccc2)cc1)C1CCCN(Cc2ccncc2)C1 (stereo unspecified)	-18	8	0	8	-6	-27	3	26	-6
56	O=C(NCc1cccnc1)/C(=C/c1ccccc1)NC(=O)c1ccccc1	-14	4	4	7	-6	5	4	9	10
57	COc1ccccc1C(C)N(C)Cc1nc(COc2ccccc2)no1 (stereo unspecified)	-30	0	0	8	0	-12	0	5	3
58	CC1(C(=O)NCC2CCCO2)Oc2cccnc2NC1=O (stereo unspecified)	-12	2	4	7	-3	-4	-2	10	-1
59	CCOC(=O)CC1OC(=O)c2cc3c(cc21)C(=O)OC3CC(=O)OCC (stereo unspecified)	-26	2	6	3	-11	-1	-4	1	-4
60	CCCCC[n+]1ccn(C2=C([O-])c3ccccc3C(=O)/C2=N\S(=O)(=O)c2ccccc2)c1	-10[20 µM]	1	3	25	-4	-13	-2	24	-3
61	COc1cccc(-c2cc(C(F)(F)F)n3ncc(C(=O)NCC4CCCO4)c3n2)c1 (stereo unspecified)	-7	13	-2	13	-2	5	5	-2	-8
62	COc1ccc(C(=O)COC(=O)CCc2ccccc2)cc1	-17	-4	3	7	1	-8	-2	-2	-4
63	Cc1ccn2cc(CCNC(=O)COc3ccccc3)nc2c1	-12	0	4	9	2	2	-2	2	0
64	O=C1c2oc3ccc(Cl)cc3c(=O)c2C(c2cccc(Br)c2)N1CCO (stereo unspecified)	-21	8	-6	10	-4	-8	5	-2	2
65	CC(=O)NC(Cc1ccccc1)C(C)=O (stereo unspecified)	-8	2	3	3	-1	-7	0	-8	-5
66	Cc1cc2ccccc2nc1Br	-11	7	-3	6	-7	1	1	11	7
67	Cn1cccc1/C=N/n1c(-c2ccc(Cl)cc2Cl)n[nH]c1=S	-12[20 µM]	2	3	11	0	-4	-2	-19	-15
68	COc1ccc(C(=O)NCC(=O)OCC(=O)Nc2cccc(S(=O)(=O)N3CCCC3)c2)cc1	-4	1	2	3	0	-11	-3	13	-11
69	N=c1oc2ccc3ccccc3c2cc1-c1nc(-c2ccccc2)cs1	-15	6	-3	9	-9	-16	1	-13	-5
70	Cc1cc(NC(=O)NC2(C(F)(F)F)Oc3ccc(Cl)cc3O2)no1 (stereo unspecified)	-13[20 µM]	28*	2	-2	3	-8	51*	21	6
71	O=CNCC(=O)NCCc1ccc(Cl)cc1	-17	5	-6	5	-10	-8	2	1	2
72	Cn1nc(C(=O)Nc2ccc3c(c2)OCCO3)cc1C(=O)O	-21	7	-10	6	-1	-2	5	30	-1
73	CCN(CC)C(=O)C(=O)Nc1ccc(F)c(Cl)c1	-19	4	3	7	0	3	1	4	-3

# A portion of the library (hit frequency here may not be typical).
